D2 ag: activates the human D2 dopamine receptor; P14416; HEK293 T-REx D2 cells, calcium flux agonist mode; activation, % at 2 µM; 340,000 compounds, 0.53% hits; AID 485358;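 active = activation over 3 SD above normal in the single-dose calcium agonist read, cut at about 30% in these data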; also: 0% is about no effect
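Calcium-flux readout, 1 cycle/sec over 180 s following compound pin transfer, in inducible HEK293 Trex D2 cells (force-coupled); dopamine controls included. Positive calcium responses during this window marked compounds as potential agonists.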
TRHR agonist: activates the human TRH receptor. TRHR cells, calcium flux fluo-8, FDSS agonist mode. 360,000 compounds, 0.18% hits. P34981. activation, % at 2 µM; also: 0% is about no effect
Target sequence (P34981 whole entry, looked up): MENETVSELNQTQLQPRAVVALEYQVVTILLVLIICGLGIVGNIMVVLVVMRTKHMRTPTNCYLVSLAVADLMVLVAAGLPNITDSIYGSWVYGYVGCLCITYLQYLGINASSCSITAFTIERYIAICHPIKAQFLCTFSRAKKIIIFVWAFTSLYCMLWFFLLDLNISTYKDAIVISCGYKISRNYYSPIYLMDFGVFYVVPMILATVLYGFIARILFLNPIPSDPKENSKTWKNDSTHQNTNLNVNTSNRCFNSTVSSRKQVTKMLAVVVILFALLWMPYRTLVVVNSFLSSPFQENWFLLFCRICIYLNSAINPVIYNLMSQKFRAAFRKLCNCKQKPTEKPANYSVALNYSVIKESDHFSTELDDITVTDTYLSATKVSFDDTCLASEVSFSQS
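Read-out: compound-evoked intracellular calcium rise in TRHR cells, fluo-8 dye, kinetic FDSS fluorescence at 1 s/cycle following a 10-cycle baseline. Cells cultured overnight before dye loading (30 min–1.5 h, RT).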
TRHR PAM: allosterically enhances the human TRH receptor | P34981 | enhancement, % at 2 µM | TRHR cells, fluo-8 calcium fluorescence, EC20 TRH enhancement | AID 493056 | 360,000 compounds, 0.66% hits; in the data active = enhancement above about 30%; also: 0% is about no effect
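Enhancer read-out: after compound pinning and an initial kinetic agonist-mode read, an EC20 of TRH (10 nM final) was injected and fluo-8 calcium signal (Ex 480/Em 530) followed at 1 s/cycle for 100 cycles in TRHR-expressing cells.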
D2 antag: D2 dopamine receptor (human) antagonism; inhibition, % at 10 µM; P14416; AID 485344; HEK293 TREx D2 cells, calcium flux, dopamine EC80; 340,000 compounds, 2% hits; in the data active = inhibition above about 30%; also: 0% is about no effect
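Compounds are added to dye-loaded, induced HEK293 T-REx cells coupled to calcium release via D2; after a 3 min kinetic read an EC80 dopamine stimulus is given and fluorescence is recorded for 3 more min.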
D2 potentiator: positive allosteric modulators of human D2 dopamine receptor; HEK293 T-REx D2, calcium flux, EC20 dopamine potentiation; 340,000 compounds, 0.34% hits; P14416; potentiation, % at 10 µM;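 active = potentiation over 3 SD above the plate norm, cut at about 30% in these data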; also: 0% is about no effect
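Cells plated with tetracycline inducer and held overnight at 30 C; calcium dye loaded 30–90 min at room temperature; baseline taken, compound added and read 180 s; EC20 dopamine then added and read 180 s.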
D1 antag: human D1 dopamine receptor antagonism. HEK293 TREx D1 cells, calcium flux, dopamine EC80; stronger effect = lower value. activity change, negative = inhibition, % at 10 µM. 360,000 compounds, 3.2% hits; in the data active = activity change below about -30%; also: % is scaled to controls: 0 for no effect and ±100 for the full control effect
Target sequence (P21728 whole entry, looked up): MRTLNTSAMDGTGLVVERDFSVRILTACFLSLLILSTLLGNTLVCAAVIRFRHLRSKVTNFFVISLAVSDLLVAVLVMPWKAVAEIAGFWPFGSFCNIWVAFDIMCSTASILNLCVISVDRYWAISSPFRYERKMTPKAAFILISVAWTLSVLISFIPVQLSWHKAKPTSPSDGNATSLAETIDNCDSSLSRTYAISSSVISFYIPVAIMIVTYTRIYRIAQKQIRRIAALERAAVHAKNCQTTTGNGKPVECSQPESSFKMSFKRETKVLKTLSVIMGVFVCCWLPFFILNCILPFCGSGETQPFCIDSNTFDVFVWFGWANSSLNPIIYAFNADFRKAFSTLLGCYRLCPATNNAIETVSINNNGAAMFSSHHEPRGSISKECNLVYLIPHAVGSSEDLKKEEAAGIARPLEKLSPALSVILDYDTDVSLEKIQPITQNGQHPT
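Allosteric or orthosteric antagonism assessed as attenuation of the calcium response to EC80 dopamine, added 180 s after compound, in induced HEK293 Trex D1 cells loaded with no-wash calcium dye.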
D1 PAM: enhances dopamine response at the human D1 receptor. HEK293 TREx D1 cells, calcium flux, dopamine EC20 potentiation. potentiation, % at 10 µM. 360,000 compounds, 0.036% hits. AID 504651; in the data active = potentiation above about 30%; also: 0% is about no effect
D1 ag: activates the human D1 dopamine receptor. P21728. activation, % at 2 µM. AID 504660. 360,000 compounds, 1% hits. HEK293 T-REx D1 cells, calcium flux, agonist mode; also: 0% is about no effect
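Agonism was scored from calcium flux recorded over 180 s (1 read/s) after pintool compound addition, following a 10-cycle baseline. Cells were inducible force-coupled HEK293 TREx D1, plated overnight at 30 C and loaded with no-wash calcium dye.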
RXFP1 antagonist: blocks the human relaxin receptor RXFP1 | Q9HBX9 | HEK293-RXFP1, relaxin-stimulated cAMP HTRF, 30 min; stronger effect = lower value | activity change, negative = inhibition, % at 57.5 µM | 350,000 compounds, 0.59% hits;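 active = activity change of -60% or lower, but not beyond a set lower limit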; also: % is scaled to controls: 0 for no effect and ±100 for the full control effect
Numbers without * were called inactive; / = not tested or not shown; & = joins results of further samples; ! = not confirmed by another sample. Rule as the data show it, unless noted: active = activation above about 30%; inactive = the rest.

Below each SMILES – D1 PAM, D1 antag, D2 potentiator, TRHR agonist, RXFP1 antagonist, D1 ag, TRHR PAM, D2 ag, D2 antag
1: CC1=C([N+](=O)[O-])C(c2ccccc2Cl)NC(=O)N1 (configuration not stated)
    1, 1, -4, 0.8, -22, 2, 19, 1.5, 9
2: CCN(CCn1cccn1)C(=O)CCc1nnc(-c2ccccc2)o1
    4, -5, 7, 0.1, -1, 2, 0, -1.6, 15
3: CCCc1ccc(C(=O)CCC(=O)NNC(=O)c2ccncc2)cc1
    1, 4, -11, -0.4, -6, 0, 4, 0.7, -3
4: CC(C)Oc1ccc(C2CNC(=O)C2)cc1 (configuration not stated)
    /, -3, 4, -0.2, /, 1, 0, -0.5, 23
5: CCCCCNC(=O)C(C)Sc1ccc(Cl)cc1 (configuration not stated)
    4, 1, -8, -0.7, 11, 0, -7, 0.1, -8
6: O=C(c1cccc(C(F)(F)F)c1)c1c[nH]c(C(=O)NCC2CCCO2)c1 (configuration not stated)
    -4, -14, 6, 0.8, 1, 5, 0, -0.5, -7
7: CCCCCc1cc(=O)oc2c(C(CCN(CC)CC)c3cc(OC)c(OC)c(OC)c3)c(OC)cc(OC)c12 (configuration not stated)
    3, -9, 2, 0.6, /, 16, -3, -0.4, -4
8: O=C(Cc1cccs1)Nc1nc2c(s1)CCCC2
    10, -20, 21, 0.1, -16, -1, 3, -2.7, 14
9: CCCC(O)(CCN1CCOCC1)c1ccc(Br)cc1 (configuration not stated)
    2, 11, /, 0.1, -14, 3, -1, /, /
10: CCN(CC)CCN1C(=O)C(=O)/C(=C(/O)c2c(C)[nH]c(C(=O)OC)c2C)C1c1ccccc1OC (configuration not stated)
    2, -5, -23, 0.8, -4, -2, 6, -0.7, 12
11: COc1ccc(/C=N\NC(=O)COc2ccccc2Cl)cc1Cn1nc(C)cc1C
    -2, -4, -3, -0.4, -12, 2, 0, -0.1, -7
12: C=CCNC(=O)Cn1nc(-c2ccccc2)ccc1=O
    0, -24, 2, 0.8, 7, 0, 3, -0.4, 1
13: Cc1cc(Cl)ccc1Oc1ncnc2onc(C)c12
    -3, /, -8, -1.1, -4, -2, -1, 0.0, 6
14: CC(=O)c1cccc(NC(=O)c2ccc(C)c(S(=O)(=O)N3CCOCC3)c2)c1
    /, -21, 9, 0.9, -6, 4, 3, 1.0, 50*
15: Cc1c(-c2cccc(Cl)c2)nc2ccccc2c1C(=O)OCC(=O)N(C)C1CCS(=O)(=O)C1 (configuration not stated)
    0, 22, /, -0.4, 1, 3, -2, -1.0, -1
16: CCOC(=O)Cn1nc(-c2ccc(F)cc2)oc1=O
    22, 4, 0, 0.2, -3, 1, 6, 0.3, -2
17: CCCC(=O)c1ccc(N2CCN(C(=O)c3ccccc3Br)CC2)c(F)c1
    -6, -17, -2, 2.3, -30, 13, -7, /, /
18: Cc1ccc(N2C(=O)c3n[nH]c(C)c3C2c2ccc(C(C)C)cc2)cc1 (configuration not stated)
    4, 8, 3, 0.1, /, -2, -1, -0.2, /
19: CCOC(=O)N1CCN(C(=O)CN(c2ccc(C)c(C)c2)S(=O)(=O)c2ccccc2)CC1
    -2, -17, -5, -0.6, -2, 0, -13, -0.1, -8
20: CC(=O)Nc1ccc2nsnc2c1
    -3, 18, -3, -0.1, 0, 4, -5, 0.0, 0
21: Oc1c(C=Nc2cccnc2)sc2ccccc12
    4, 9, 1, 1.3, -3, 5, -1, 1.4, -16
22: CCCOc1ccc(/C=N/NC(=O)CN(c2ccc(OCC)cc2)S(C)(=O)=O)cc1
    1, -6, 7, 0.4, -22, 3, 2, -0.4, 14
23: COc1cccc(OC)c1OCCCOc1ccc(C)cc1Br
    0, -1, -3, -1.0, 4, 8, 6, 1.1, -1
24: CCC(=O)N1CCc2cc(CNS(=O)(=O)c3cc(Cl)ccc3OC)ccc21
    2, 7, -9, 0.4, 16, 2, 6, 1.1, /
25: CCOc1ccc(CCNC(=O)COC(=O)c2nc3nc(C)cc(C)n3n2)cc1OCC
    0, 7, -4, 1.1, /, 3, 1, 0.6, -6
26: Cc1c(NC(=O)C(C)NCC2CCCO2)c(=O)n(-c2ccccc2)n1C (configuration not stated)
    -1, -15, -7, 0.5, -1, 3, -2, 0.2, 25
27: COCc1nc2ccccc2n1Cc1cccc(C)c1
    1&-3, -22&2, -5&11, -1.1&-0.6, 1&-9, 6&2, -7&8, 0.7&0.0, -15
28: CCn1c(=S)sc2c(=O)n(CC(=O)Nc3ccc(OC)cc3)c(C)nc21
    -5, -4, 2, -0.1, -1, 4, -2, -0.6, 3
29: Cc1ccc(OCCCCN2CCc3ccccc3C2)c(C)c1
    -7, -6, -25, -0.1, 3, 0, 1, 1.2, 76*
30: CCc1ccc(OC(=O)Nc2ccccc2)cc1
    -4, 6, 5, -0.4, -8, 2, -3, 0.7, 5
31: O=C(c1cccc(-n2cccc2)c1)N1CCN(S(=O)(=O)c2ccccc2)CC1
    -7, -7, -2, -0.1, 16, 2, -5, 0.1, -2
32: CCOc1ccc(OCC)c(S(=O)(=O)N2CCOCC2)c1
    -4, -1, -12, 0.0, -6, 1, 33*, 0.3, -7
33: CC(C)Cn1c(=O)c2ccccc2n2c(SCC(=O)N3c4ccccc4CC3C)nnc12 (configuration not stated)
    2, 9, 13, -0.6, /, 3, -5, 0.9, 8
34: Cc1ccc(NC(=O)CN2C(=O)COc3ccc(S(=O)(=O)N4CCCCCC4)cc32)c(C)c1
    -2, -1, -5, 0.0, 10, 3, 0, 0.4, /
35: O=C(Cn1cnc([N+](=O)[O-])n1)c1ccc(O)c(O)c1
    -8, 6, -4, -0.1, -1, 2, -7, -0.5, -27
36: O=C(COC(=O)COc1ccccc1[N+](=O)[O-])NC1CCCC1
    -4, 9, 2, -0.6, /, 5, -3, -1.0, -11
37: CCOc1ccc(OCC)c(NC(=O)C2CCN(S(=O)(=O)c3ccc4c(c3)CC(C)N4C(C)=O)CC2)c1 (configuration not stated)
    6&1, -35*!, 5&4, 0.5&-0.8, 24, 1&-1, -10&5, -2.1&0.2, 2
38: O=C(Nc1ccc(-c2nc3ccccc3o2)c(O)c1)c1cc(-n2cnnc2)ccc1Cl
    -9, -9, 2, 0.9, 11, 4, 9, 0.5, -1
39: N#Cc1c(SCC(=O)O)nc(N2CCOCC2)c2c1CCCC2
    6, 3, -2, 0.1, 5, 1, -1, 0.0, 2
40: COc1ccccc1/C=C(/C(=O)OCC(N)=O)c1ccccc1
    8, -3, /, 0.1, 7, 1, -3, /, /

Record cards (already shown).
`CCOc1ccc(OCC)c(S(=O)(=O)N2CCOCC2)c1` in the list: D1 PAM = -4; D1 antag = -1; D2 potentiator = -12; TRHR agonist = 0.0; RXFP1 antagonist = -6; D1 ag = 1; TRHR PAM = 33*; D2 ag = 0.3; D2 antag = -7
`COc1cccc(OC)c1OCCCOc1ccc(C)cc1Br` in the list: D1 PAM = 0; D1 antag = -1; D2 potentiator = -3; TRHR agonist = -1.0; RXFP1 antagonist = 4; D1 ag = 8; TRHR PAM = 6; D2 ag = 1.1; D2 antag = -1

From entry 21 as far as 24, as listed above:
Below each SMILES – D1 PAM, D1 antag, D2 potentiator, TRHR agonist, RXFP1 antagonist, D1 ag, TRHR PAM, D2 ag, D2 antag
21: Oc1c(C=Nc2cccnc2)sc2ccccc12
    4, 9, 1, 1.3, -3, 5, -1, 1.4, -16
22: CCCOc1ccc(/C=N/NC(=O)CN(c2ccc(OCC)cc2)S(C)(=O)=O)cc1
    1, -6, 7, 0.4, -22, 3, 2, -0.4, 14
23: COc1cccc(OC)c1OCCCOc1ccc(C)cc1Br
    0, -1, -3, -1.0, 4, 8, 6, 1.1, -1
24: CCC(=O)N1CCc2cc(CNS(=O)(=O)c3cc(Cl)ccc3OC)ccc21
    2, 7, -9, 0.4, 16, 2, 6, 1.1, /

Later entries
Below each SMILES – D1 PAM, D1 antag, D2 potentiator, TRHR agonist, RXFP1 antagonist, D1 ag, TRHR PAM, D2 ag, D2 antag
41: N#C/C(=C(/O)CCl)c1nc(-c2ccccc2)cs1
    3, 12, -1, 1.2, -18, 3, -7, 0.0, -9
42: CCCCOc1cccc(C(=O)Nc2ccc(S(=O)(=O)Nc3cc(C)on3)cc2)c1
    -2, -5, 12, -0.2, 8, 2, 3, 0.5, 10
43: COc1ccc(/C=C/S(=O)(=O)NCc2ccccc2)cc1OC
    -4, -1, 1, -0.6, 6, 1, 2, -0.3, -8
44: CCOC(=O)CSc1nc(N2CCOCC2)c2c(c1C#N)CC(C)(C)N(C)C2
    1, 8, 2, -0.4, -2, 1, 8, -0.1, -1
45: O=C(CCc1ccc(S(=O)(=O)N2CCOCC2)cc1)N1CCN(Cc2ccc3c(c2)OCO3)CC1
    23, 1, 13, 1.1, 8, 3, -4, 1.5, 9
46: O=C(NCCc1ccc(Cl)cc1Cl)c1ccc2nc[nH]c2c1
    -9, -23, 4, -0.1, -4, 1, -1, 0.2, -13
47: COc1cccc(NC(=O)CN(C)C(=O)c2cc(S(=O)(=O)N3CCCCCC3)ccc2OC)c1
    -1, -9, -9, 0.7, 12, -1, -3, 0.6, -15
48: O=[N+]([O-])c1ccc(CSc2ncnc3ccccc23)cc1
    -4, -6, 9, -1.2, 24, 3, 1, 0.5, 12
49: CN(C)CCCNC(=O)c1cc(C(=O)c2ccccc2F)c[nH]1
    -2, -4, -9, 1.9, -9, 1, 6, 0.8, 2
50: CN(CC(O)COc1ccc2ccccc2c1)C1CCCCC1 (configuration not stated)
    -8, -3, -8, 1.6, -30, 32*, -7, 0.0, 10
51: Cc1ccnc(NC(=O)CCCc2c[nH]c3ccccc23)c1
    1, -9, 7, 0.3, -1, 2, -7, -0.8, -4
52: Cc1ccc(C(=O)Nc2ccccc2C(=O)N2CC3(C)CC2CC(C)(C)C3)cc1 (configuration not stated)
    9, -1, -4, -0.2, -5, 0, -12, /, /

Shown as a hit in TRHR PAM, of those listed so far:
No.	smiles	D1 PAM	D1 antag	D2 potentiator	TRHR agonist	RXFP1 antagonist	D1 ag	TRHR PAM	D2 antag
32	CCOc1ccc(OCC)c(S(=O)(=O)N2CCOCC2)c1	-4	-1	-12	0.0	-6	1	33*	-7

Screening data from PubChem.
